IP6K1 inhibitor: inhibitors of human IP6K1. hit rate 0.81% among 140,000. activity change, % (series mostly up to about 58 µM). Q92551. IP6K1 kinase, ADP-Glo luminescence, 2 h; active compounds read low; in the data active = activity change below about -25%
Target sequence (Q92551 whole entry, looked up): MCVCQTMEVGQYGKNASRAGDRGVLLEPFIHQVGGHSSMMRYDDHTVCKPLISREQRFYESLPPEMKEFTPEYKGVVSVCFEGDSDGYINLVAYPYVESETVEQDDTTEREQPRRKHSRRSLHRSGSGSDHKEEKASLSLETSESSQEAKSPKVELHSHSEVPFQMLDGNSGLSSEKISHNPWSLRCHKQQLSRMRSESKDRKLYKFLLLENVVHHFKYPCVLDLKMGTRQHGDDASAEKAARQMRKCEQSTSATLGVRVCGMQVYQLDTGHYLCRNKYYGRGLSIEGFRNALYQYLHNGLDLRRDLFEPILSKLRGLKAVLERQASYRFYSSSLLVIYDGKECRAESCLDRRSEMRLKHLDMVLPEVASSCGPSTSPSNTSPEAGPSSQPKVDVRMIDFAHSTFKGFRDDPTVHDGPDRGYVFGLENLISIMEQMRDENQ
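ADP-Glo luminescence measures ADP made by human IP6K1 during a 2 h RT reaction with ATP/IP6 (mix at 1.3 mM/130 uM); top library doses 57.5 and 19.1 uM final.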
SNCA expr inh: inhibitors of alpha-synuclein (SNCA) gene expression; AID 1671194; HEK-293 SNCA-luciferase knock-in, luminescence, 24 h; Potency, µM (highest dose often 57.2 µM), for inactives: at the top dose activity change, negative = inhibition, usual class: inhibitors; hit rate 0.17% among 140,000;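 also: potency is read from the fitted curve at half-maximal effect; plate controls were DMSO cells for no effect and cell-free wells for full effect; nearly all actives have a fitted effect of over 45% in size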
FLuc inh: blocks purified firefly luciferase enzyme activity; purified P. pyralis luciferase, luminescence, biochemical; Potency, µM (series often up to 115 µM), for inactives: top-dose activity change, negative = inhibition, most hits filed as inhibitors; hit rate 2.5% among 76,000; also: potency is read from the fitted curve at half-maximal effect; nearly all actives have a fitted effect of over 65% in size
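Cell-free enzyme assay, 10nM P. pyralis luciferase, luciferin and ATP each at 10uM. Inhibition profiled over a 6-point titration, read as luminescence.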
3T3 cytotox: kills NIH 3T3 cells. NIH 3T3 viability, CellTiter-Glo ATP luminescence, 48-72 h. Potency, µM (series often up to 96.7 µM), for the others: at the top dose activity change, negative = cytotoxicity, actives largely listed as inhibitors. hit rate 4.3% among 94,000; also: potency is read from the fitted curve at half-maximal effect; nearly all actives have a fitted effect of over 55% in size
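ATP-dependent luminescence (CellTiter-Glo) served as the viability signal for NIH 3T3 cells treated with compound for 48 or 72 hr at 37 °C.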
GPT2 inhibitor: GPT2 alanine aminotransferase inhibition. Potency, µM (top dose mostly 57.7 µM), for the others: at the top dose activity change, negative = inhibition, usual class: inhibitors. Q8TD30. AID 1671188. Recombinant GPT2, coupled pyruvate oxidase/HRP Amplex Red fluorescence. hit rate 0.25% among 100,000; also: potency is read from the fitted curve at half-maximal effect; nearly all actives have a fitted effect of over 60% in size; many of its hits are not listed in these tables
Target sequence (Q8TD30 whole entry, looked up): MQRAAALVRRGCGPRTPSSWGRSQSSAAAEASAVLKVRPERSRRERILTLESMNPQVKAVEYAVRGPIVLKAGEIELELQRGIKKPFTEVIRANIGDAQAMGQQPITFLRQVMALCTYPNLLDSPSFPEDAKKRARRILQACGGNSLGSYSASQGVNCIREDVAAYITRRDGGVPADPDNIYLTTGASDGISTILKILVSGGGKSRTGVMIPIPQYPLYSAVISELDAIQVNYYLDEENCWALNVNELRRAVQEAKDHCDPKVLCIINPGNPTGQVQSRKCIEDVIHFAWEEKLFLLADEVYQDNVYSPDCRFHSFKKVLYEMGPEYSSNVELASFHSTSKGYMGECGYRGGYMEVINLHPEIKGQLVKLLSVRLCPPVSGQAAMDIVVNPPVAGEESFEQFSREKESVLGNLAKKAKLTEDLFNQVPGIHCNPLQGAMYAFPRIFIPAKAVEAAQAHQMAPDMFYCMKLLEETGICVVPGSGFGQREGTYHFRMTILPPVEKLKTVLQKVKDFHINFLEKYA
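Recombinant GPT2 (10ng/uL) with 250uM a-KG and 2mM L-alanine, 30 min at room temperature, in HEPES pH 7.5 buffer. Pyruvate detected by pyruvate oxidase/HRP/Amplex Red fluorescence after 30 min in the dark; AOA (50uM) as positive control.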
HEK cytotox: cytotoxic compounds in HEK 293 cells; HEK 293 viability, ATP luminescence (CellTiter-Glo), 48-72 h; Potency, µM (highest dose often 115 µM), for the others: at the highest dose activity change, negative = cytotoxicity, usual class: inhibitors; hit rate 6.6% among 94,000; AID 1345083; also: potency is read from the fitted curve at half-maximal effect; nearly all actives have a fitted effect of over 60% in size
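Pintool-delivered compounds were incubated with HEK 293 cells (250 cells/well) at 37 degree Celsius for 48 or 72 hr. ATP-dependent luminescence (CellTiter-Glo) then reported remaining viable cells.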
SNCA viab count: reduces viability of HEK-293 SNCA reporter cells. HEK-293-SNCA-luc viability, GF-AFC fluorescence, 24 h. Potency, µM (titrated, usually from 57.1 µM), without a hit: at the top dose activity change, negative = cytotoxicity, usual class: cytotoxic. hit rate 0.12% among 150,000. AID 1671193;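 also: potency is read from the fitted curve at half-maximal effect; 0% = DMSO-treated cells and -100% = medium-only wells without cells; nearly all actives have a fitted effect of over 30% in size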
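Cytotoxicity counterscreen: after 24 h compound treatment of genome-edited SNCA-luciferase HEK-293 cells, live-cell protease substrate GF-AFC read by fluorescence after 30 min; activity scaled between DMSO (0%) and medium-only (-100%), curves Hill-fitted.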
* marks the source's active call; other numbers are inactive results; i = inactive; ? = inconclusive; · = not tested or not shown; [ ] = remark or other dose. Unless noted, calls follow the shape of the dose curve; as a rule, active = well fitted curve in the direction sought with a large enough effect; inconclusive = small, poorly fitted or top-dose-only effect, or another doubt; inactive = no such curve, though single readings can be large; an effect the other way counts as inactive or inconclusive. Unless noted, % is scaled to controls: 0 for no effect and ±100 for the full control effect. Only part of the results is shown; rates above refer to the full screens.

nr	Molecule	IP6K1 inhibitor	SNCA expr inh	FLuc inh	3T3 cytotox
1	O=C(CN1CC2CC(C1)[C@H]1CCCC(=O)N1C2)NC1CCN(Cc2ccccc2)CC1 (stereo not given in full)	21	-20%	-4%	-4%
2	O=C(NC1CCN(Cc2cccc(-c3ccc(F)c(F)c3)c2)CC1)c1ccc(Cl)nc1	32	·	·	25µM*
3	CCCC(=O)NC(C)C(=O)N1CCN(c2ccccn2)CC1 (stereo not given)	7	-8%	-9%	i
4	CN1C(=O)c2ccccc2Sc2ccc(NC(=O)COc3ccc(F)cc3)cc21	12	?	·	·
5	CCOc1ccccc1NC(=O)C1CCC(CNS(=O)(=O)c2ccc3c(c2)CCCC(=O)N3)CC1 (stereo not given)	0	14%	·	·
6	CN(C)C[C@@H]1CN(c2ncccn2)C[C@H]1NC(=O)c1ccccc1Cl	2	-3%	-14%	-12%
7	O=C(c1cc(-c2ccc(F)cc2)on1)N1CCN(c2ccc(F)cc2)CC1	16	15%	·	·
8	CCOc1ccccc1N(CC(=O)Nc1ccc(OC)c(Cl)c1)S(=O)(=O)c1ccccc1	3	-10%	·	·
9	Cc1noc(C)c1CCCNC(=O)c1ccc(N2CCC[C@H]2CO)nc1	2	-8%	?	-11%
10	O=C(CCc1ccccc1)N1CC2(C1)CN(c1ccccc1)C(=O)O2	3	0%[87.6 µM]	11%[172 µM]	?
11	CCOC(=O)c1c(C)[nH]c(C)c1S(=O)(=O)N1CCN(c2ccc(Cl)cc2)CC1	24	-24%	·	·
12	COc1ccc(/C=C/C(=O)N2CCC(c3nc4ccccc4o3)CC2)cc1OC	25	-1%	·	·
13	COc1cccc(CN2CCCCCCNC(=O)CC2c2ccccc2)c1 (stereo not given)	5	-9%	-4%	?
14	CCCNC(=O)CC1CCCN(c2cnn(C)c(=O)c2)C1 (stereo not given)	8	-2%	0%	-8%
15	Fc1ccc(Nc2nc(SCc3ccccc3F)nc3ccccc23)cc1	33	?	·	·

nr	GPT2 inhibitor	HEK cytotox	SNCA viab count
1	i	-11%	-2%
2	·	?	·
3	-5%	-14%	13%
4	·	·	-21%
5	·	·	4%
6	0%	-17%	-6%
7	·	·	0%
8	·	·	-3%
9	1%	3%	-1%
10	?	-2%[172 µM]	10%[87.6 µM]
11	·	·	-12%
12	·	·	-6%
13	4%	?	-8%
14	-4%	12%	-4%
15	·	·	-8%

Compounds listed so far that contain an aryl methoxy group (3):
nr	Molecule	IP6K1 inhibitor	SNCA expr inh	FLuc inh	3T3 cytotox
8	CCOc1ccccc1N(CC(=O)Nc1ccc(OC)c(Cl)c1)S(=O)(=O)c1ccccc1	3	-10%	·	·
12	COc1ccc(/C=C/C(=O)N2CCC(c3nc4ccccc4o3)CC2)cc1OC	25	-1%	·	·
13	COc1cccc(CN2CCCCCCNC(=O)CC2c2ccccc2)c1 (stereo not given)	5	-9%	-4%	?

nr	GPT2 inhibitor	HEK cytotox	SNCA viab count
8	·	·	-3%
12	·	·	-6%
13	4%	?	-8%

Other compounds
nr	Molecule	IP6K1 inhibitor	SNCA expr inh	FLuc inh	3T3 cytotox
16	CSc1ccc(CCNC(=O)CCc2c(C)nc3c(c(C)nn3-c3ccccc3)c2C)cc1	6	32%[activator]	·	·
17	Cc1cc(NC(=O)Nc2csc3c2CCCC3)ccc1Br	8	30%	·	·
18	O=C1CC2(CCN(Cc3cccc4ccccc34)CC2)Oc2ccccc2N1	-5	-23%	5%	?
19	O=C(c1ccccc1)N1CCCC2(CC(c3cccc(C(F)(F)F)c3)=NO2)C1 (stereo not given)	8	3%	·	-30%
20	O=C(CNC(=O)c1cccc(-c2ccsc2)c1)NCc1cccc(F)c1	0	0%	·	-27%
21	Cc1cccc(OCC(=O)N(Cc2ccc(C(C)C)cc2)Cc2ccco2)c1C	21	?	·	·
22	CC1=C(C(=O)Nc2ccccc2C)C(c2ccccn2)n2nc(SCc3ccccc3F)nc2N1 (stereo not given)	-4	16%	·	·
23	CNC(=O)C1(C)CN(Cc2ccccc2)Cc2ccc(N3CCOCC3)nc21 (stereo not given)	2	-1%[87.6 µM]	-2%[172 µM]	?
24	CN(C)C(=O)c1cccn2nccc12	8	-13%[87.6 µM]	3%[230 µM]	-5%[174 µM]
25	COc1cccc(CNC(=O)CCCN2C(=O)CCn3nc(-c4cccn4C)cc32)c1	-6	-6%	·	·
26	CCOC(=O)CC(NC(=O)N1CCC(CN2CCC(C)CC2)CC1)c1ccccc1 (stereo not given)	-11	21%	·	·
27	COc1ccc2c(c1)c1c(c(=O)n(-c3cccc(C)c3)c(=O)n1CC(=O)N1CCCC1)n2C	13	11%	·	·
28	COc1ccc(C2=C(C(C)=O)Sc3nnc(-c4ccc(C)cc4)n3N2C(C)=O)cc1OC	1	-5%	·	·
29	Cc1cc(=O)n(CC(=O)Nc2ccc3c(c2)OCO3)c(-c2ccccc2)n1	-8	?	-3%	-27%
30	COc1ccc(CN2CCn3c(nnc3-c3ccncc3)C2)cc1	6	-9%	·	-8%

nr	GPT2 inhibitor	HEK cytotox	SNCA viab count
16	·	·	5%
17	·	·	6%
18	i	?	-7%
19	?	?	-3%
20	-10%	?	0%[12.5 µM]
21	·	·	-7%
22	·	·	-4%
23	i	?	-6%[87.6 µM]
24	3%[88.5 µM]	i	2%[87.6 µM]
25	·	·	-15%
26	·	·	-21%
27	·	·	?
28	·	·	4%
29	i	?	-3%
30	i	-11%	10%

More entries:
nr	Molecule	IP6K1 inhibitor	SNCA expr inh	FLuc inh	3T3 cytotox
31	O=C(Nc1ccc(Cl)cc1)c1nc2c(o1)CCN(Cc1cnc[nH]1)CC2	26	65%[activator][87.6 µM]	71µM*	?
32	CCOc1ccc(-c2cc(NC(=O)Nc3ccc(Cl)cc3)c(C(=O)OC)s2)cc1	6	71%[activator]	·	·
33	Cc1ccc(S(=O)(=O)c2cc3cc(C(=O)O)ccc3oc2=O)cc1	-5	-2%	·	·
34	CC1(c2ccccc2)N(Cc2cccnc2)C(=O)OC12CCN(Cc1ccc3c(c1)CCO3)CC2 (stereo not given)	-19	1%	-18%	?
35	Cc1cc(C)n(-c2nc3cc(Cl)c(Cl)cc3nc2Nc2c(C)cccc2C)n1	-16	-4%	·	·
36	c1ccc2ncc(CNC[C@H]3COCc4nc5ccccc5n43)cc2c1	-12	-5%[87.6 µM]	12%[172 µM]	?
37	CCOC(=O)Cn1c(=O)n(C2CCCCC2)c2nc(-c3ccccc3Cl)nc(C(N)=O)c21	15	-7%	·	·
38	C[S+](=O)([O-])c1ccc(-c2cc(C(=O)NCC(F)F)nn3cccc23)cc1	5	7%	·	?
39	COc1cc2c(=O)n(CCC(=O)NCC3CCCO3)c(=O)n(CC(=O)Nc3ccc(F)cc3)c2cc1OC (stereo not given)	7	16%	·	·
40	CC1=C(C#N)C(NC(=O)c2cccc(Cl)c2)(C(F)(F)F)C(=O)N1 (stereo not given)	19	9%	·	·
41	O=C(NCCO)C1CC(=O)N(c2n[nH]c3ccccc23)C1 (stereo not given)	1	-4%	-4%	i
42	Cc1ccc(C)c(C(=O)NCc2nnc3c(-c4nc(C5CC5)no4)cccn23)c1	8	-7%	-4%	i
43	CCCN(CC1CCOC1)C(=O)Nc1ccc(C)cc1Cl (stereo not given)	9	22%	-8%	1%
44	COc1ccc([C@H]2C[C@@H](O)[C@@H](O)[C@@H]2NCc2ccccc2)cc1	12	-3%[87.6 µM]	1%[172 µM]	1%[174 µM]
45	Cc1cccn2c(=O)c3cc(C(=O)NCc4ccccc4Cl)sc3nc12	6	5%	·	·

nr	GPT2 inhibitor	HEK cytotox	SNCA viab count
31	2%[88.5 µM]	?	-2%[87.6 µM]
32	·	·	-1%
33	·	·	?
34	-1%	?	1%
35	·	·	2%
36	3%[88.5 µM]	?	-5%[87.6 µM]
37	·	·	4%
38	i	?	2%
39	·	·	2%
40	·	·	12%
41	2%	-9%	4%
42	-10%	i	4%
43	1%	15%	-1%
44	i	-23%[172 µM]	-8%[87.6 µM]
45	·	·	0%

Carrying on.
nr	Molecule	IP6K1 inhibitor	SNCA expr inh	FLuc inh	3T3 cytotox
46	O=C(c1cccc(Cl)c1)N1CCCC(c2nn(-c3ccccn3)c(=O)[nH]2)C1 (stereo not given)	0	-16%	·	-9%
47	NCCCC(=O)N1CCCCC1c1nnc2n1CCNC2 (stereo not given)	12	3%	·	-7%
48	CS(=O)(=O)N1CCC(CC(=O)N2CC=C(c3ccccc3)CC2)C1 (stereo not given)	0	37%[activator]	-18%	-13%
49	CSc1ccc(-c2cccc(C(=O)NCCNC(=O)c3ccc(C(F)(F)F)cc3)c2)cc1	6	0%	·	-21%
50	COc1ccc(Cl)cc1NC(=O)CSc1nc2ccccc2c2nc(-c3ccccc3)nn12	38	-30%	·	·
51	CCOc1ccc(NC(=O)c2oc(=O)c3ccccc3c2-c2ccc(C)cc2)cc1	11	-3%	·	·
52	O=C(NCCc1ccc(Cl)cc1)C1CCc2nnc(C3CCN(C(=O)c4cccnc4)CC3)n21 (stereo not given)	11	-23%	·	i
53	CCc1ccc(-c2[nH]c3c(c2-c2c(-n4cccc4)n(C)c(=O)n(C)c2=O)c(=O)n(C)c(=O)n3C)cc1	2	-4%	·	·
54	COc1cc(/C=C/C(=O)O[C@H]2[C@H](O)[C@@H](CO)O[C@@]2(CO)O[C@H]2O[C@H](CO)[C@@H](O)[C@H](O)[C@H]2O)ccc1O	-1	·	·	·
55	CCOCCCNC(=O)c1cn(CC(C)C)c(=O)c2c1c1ccccc1n2C	-13	10%	·	·
56	COCCN1CCC(C(=O)Nc2cccc(NC(=O)Cc3ccccc3)c2)C1 (stereo not given)	-3	?	0%	-6%
57	Cc1ccccc1N1CC(c2nnc(NC(=O)c3ccco3)s2)CC1=O (stereo not given)	0	-10%	·	·
58	COc1ccccc1C(=O)N1CCC2(CC1)COc1ccccc1CN2	2	-9%[87.6 µM]	3%[172 µM]	?
59	CC(=O)N1c2ccc(S(=O)(=O)N3CCCCCC3)cc2CC1C(=O)NCc1ccc(Cl)cc1 (stereo not given)	-16	21%	·	·

nr	GPT2 inhibitor	HEK cytotox	SNCA viab count
46	i	i	-3%
47	i	-2%	-3%
48	-20%	-12%	-6%[12.5 µM]
49	-12%	-5%	9%[12.5 µM]
50	·	·	8%
51	·	·	1%
52	-4%	1%	4%
53	·	·	1%
54	i	·	6%[23.9 µM]
55	·	·	-10%
56	0%	3%	-6%
57	·	·	-4%
58	i	63µM*	-5%[87.6 µM]
59	·	·	1%

Source: PubChem BioAssay (National Center for Advancing Translational Sciences (NCATS))
